# Apaf1 inhib: inhibitors of human Apaf-1 apoptosome, primary screen, biochemical, DEVD-Rh110 fluorescence, uHTS | 330,000 compounds, 0.71% hits | Apoptotic protease-activating factor 1 (Homo sapiens), O14727 | reconstituted apoptosome caspase-3 activity | inhibition, % at 20 µM; active = inhibition of at least 40% at 20 µM;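 note: plate controls were DMSO wells for no effect and DEVD-CHO caspase inhibitor wells for full effect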
#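 Medium: Hepes buffer, pH 7.5 / System: biochemical Apaf-1 apoptosome reconstitution / Measured by: Rh110 fluorescence, excitation 480 nm, emission 540 nm / Times: compound with Apaf-1, dATP, procaspase-3 30 min, then 50 min reaction, room temperature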
# HKDC1 inhibitor: HKDC1 hexokinase inhibitors, primary screen, biochemical, fluorescence, uHTS | Q2TB90 | recombinant HKDC1, G6PDH/diaphorase resazurin coupled fluorescence | inhibition, % at 20 µM | 340,000 compounds, 0.16% hits | AID 493160, 2011;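 active = inhibition above about 35% when tested at 20 µM, limit read from the data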;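 note: plate controls were DMSO wells with enzyme for no effect and DMSO wells lacking enzyme for full effect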
#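 Test system: HK5 enzyme. Quantity: 5 µg/mL HK5 final. Reagent: glucose and ATP substrates. Schedule: 90 min reaction incubation at room temperature, dark. Technique: resazurin-to-resorufin fluorescence via G6PDH and diaphorase coupling, 525/613 nm. Control set: DMSO wells with and without enzyme mix.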
# Jurkat NFkB inh: inhibitors of induced NF-kB luciferase reporter, primary screen, TCR NF-kB activation inhibitor project, cell-based, luminescence, uHTS; Jurkat, PMA/ionomycin-induced NF-kB luciferase reporter; inhibition, % at 4 µM; 330,000 compounds, 0.53% hits; AID 435003, 2010
# Gli-Sufu block: Gli-Sufu pathway antagonists, primary screen, luciferase luminescence, Sufu-KO-LIGHT cells, uHTS. Sufu-KO-LIGHT fibroblasts, Gli luciferase reporter luminescence. inhibition, % at 5 µM. 340,000 compounds, 0.74% hits;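 active = inhibition above about 55%, limit read from the data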;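 note: 0% = DMSO-treated cells and 100% = wells with medium but no cells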
# UBC13 polyUb: UBC13 polyubiquitin chain formation inhibitors, primary screen, biochemical, TR-FRET, uHTS. Ubiquitin-conjugating enzyme E2 N (Homo sapiens), P61088. inhibition, % at 20 µM. 330,000 compounds, 0.47% hits; in the data active = inhibition above about 45%, passing the limit was not always enough; inconclusive = no clear call, values can overlap the other calls
# Target sequence (P61088 whole entry, looked up): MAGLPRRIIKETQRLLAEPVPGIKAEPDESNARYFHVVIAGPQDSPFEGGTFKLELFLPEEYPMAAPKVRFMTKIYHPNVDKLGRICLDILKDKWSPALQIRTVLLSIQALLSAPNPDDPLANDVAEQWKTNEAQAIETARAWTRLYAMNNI
# SENP7 inh: SENP7 protease inhibitors, primary screen, biochemical, luminescence, uHTS | Sentrin-specific protease 7 (Homo sapiens), Q9BQF6 | AID 434973, 2010 | inhibition, % at 5 µM | recombinant SENP7, Z-RLRGG-aminoluciferin luminescence, 40 min | 330,000 compounds, 1.5% hits;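 active = inhibition above about 50% at the single test dose, limit read from the data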;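 note: plate controls were DMSO with enzyme for no effect and no enzyme buffer wells for full effect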
# Target sequence (Q9BQF6 706-1050 limits assumed): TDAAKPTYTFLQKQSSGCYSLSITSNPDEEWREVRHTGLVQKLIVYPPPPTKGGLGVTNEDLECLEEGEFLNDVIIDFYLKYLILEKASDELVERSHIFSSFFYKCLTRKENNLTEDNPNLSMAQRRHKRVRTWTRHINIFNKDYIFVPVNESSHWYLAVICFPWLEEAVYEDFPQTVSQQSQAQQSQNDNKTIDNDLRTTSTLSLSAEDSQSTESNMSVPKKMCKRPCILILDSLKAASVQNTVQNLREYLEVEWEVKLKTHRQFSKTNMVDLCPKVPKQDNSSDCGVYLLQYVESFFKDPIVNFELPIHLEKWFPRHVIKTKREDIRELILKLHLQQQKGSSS
# 697 NFkB inh: inhibitors of PMA/ionomycin-induced NF-kB reporter, 697 cells, primary screen, B-cell NF-kB inhibitor project, cell-based, luminescence, uHTS; AID 435022, 2010; 330,000 compounds, 0.33% hits; 697 B-cell NF-kB luciferase reporter, 16 h; inhibition, % at 4 µM; in the data active = inhibition above about 35%
# SENP8 block: SENP8 protease inhibitors, primary screen, biochemical, luminescence; Sentrin-specific protease 8 (Homo sapiens), Q96LD8; purified SENP8, Z-RLRGG-aminoluciferin cleavage; inhibition, % at 10 µM; 330,000 compounds, 1.2% hits; AID 2540, 2010
# Target sequence (Q96LD8 whole entry, looked up): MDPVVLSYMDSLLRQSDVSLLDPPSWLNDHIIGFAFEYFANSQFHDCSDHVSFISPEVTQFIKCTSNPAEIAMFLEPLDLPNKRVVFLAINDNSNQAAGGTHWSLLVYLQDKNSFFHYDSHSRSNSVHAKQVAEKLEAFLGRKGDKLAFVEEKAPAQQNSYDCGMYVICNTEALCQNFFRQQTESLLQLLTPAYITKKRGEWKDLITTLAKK
# An asterisk follows results filed as active; i = inactive; ? = inconclusive; . = not tested or not shown. Cut-off read from the data, not from the text of the source, unless noted: active = inhibition above about 50%; inactive = the rest. Hits appear at their usual frequency; overall some 3.6% were active at least once.
# The first 2 records, ahead of the listing:
SMILES,Apaf1 inhib,HKDC1 inhibitor,Jurkat NFkB inh,Gli-Sufu block,UBC13 polyUb,SENP7 inh,697 NFkB inh,SENP8 block
O=S(=O)(NCc1cccnc1)c1ccc(Cl)c(Cl)c1,0,-12,-7,-7,13,-4,5,-5
COc1ccc(CCNc2ncnc3sc(C)cc23)cc1OC,-3,1,61*,69*,-4,11,68*,-7

# The listing, from the first entry:
SMILES,Apaf1 inhib,HKDC1 inhibitor,Jurkat NFkB inh,Gli-Sufu block,UBC13 polyUb,SENP7 inh,697 NFkB inh,SENP8 block
O=S(=O)(NCc1cccnc1)c1ccc(Cl)c(Cl)c1,0,-12,-7,-7,13,-4,5,-5
COc1ccc(CCNc2ncnc3sc(C)cc23)cc1OC,-3,1,61*,69*,-4,11,68*,-7
CCOC(=O)c1c(C)oc(C)c(C(=O)OCC)c1=O,3,-3,-23,-4,-10,-9,-16,-9
O=C(Nc1c2c(nn1-c1ccccc1)CS(=O)C2)c1ccc(Br)o1 (stereo not given),-8,5,2,0,4,-2,5,1
Cc1ccc(S(=O)(=O)N2CCC(C(=O)N/N=C/c3ccccc3[N+](=O)[O-])CC2)cc1,5,-4,-12,7,-5,0,0,-13
O=C(CCNS(=O)(=O)c1ccc(Cl)cc1)N1CCN(Cc2ccccc2)CC1,-7,-14,3,5,-14,0,-22,-10
CC[C@]12c3[nH]c4ccccc4c3CCN1C(=O)C(CC(=O)NCCCn1ccnc1)C[C@@H]2C(=O)N1CCN(C(=O)C2CC2)CC1 (stereo not given in full),-3,-5,1,-2,8,-1,3,5
Cc1ccc(CNC(=O)CCCc2ccccc2)cc1,-20,-4,2,5,14,2,17,4
CC(=O)Nc1ccc(CN2CCc3c([nH]c4ccccc34)C2C(C)(C)C)cc1 (stereo not given),-55,-2,1,29,4,-6,-17,-2
CC1CCCC(NC(=O)COC(=O)c2ccc(N(C)C)cc2)C1C (stereo not given),6,-3,7,-1,-2,8,18,-7
CC(=O)Nc1ccc(S(=O)(=O)NCCC(=O)NCCOc2ccccc2)cc1,-5,-4,2,-9,-4,6,-1,1
CCNc1nc(NCC)n2c(SCC(=O)Nc3ccc(OC(F)F)cc3)nnc2n1,-1,-2,0,-2,-7,2,-20,12
COC(=O)c1c(C)[nH]c(C)c1-c1ccc([N+](=O)[O-])cc1,10,16,-4,6,-6,-5,0,-13
CC(=O)c1ccc(S(=O)(=O)NCCC(=O)OCC(=O)N(Cc2ccccc2)C(C)(C)C)cc1,14,-4,-1,12,-7,-3,5,-10
NC(=O)CC(NC(=O)c1ccc(Cl)cc1)C(=O)NCCc1ccc(S(N)(=O)=O)cc1 (stereo not given),1,5,8,13,4,9,20,-2
CC(NC(=O)COC(=O)c1cc(Cl)ccc1O)C1CC2CCC1C2 (stereo not given),3,0,7,-2,23,-8,17,1
Cn1nc(C(C)(C)C)c(NC(=O)c2sccc2Cl)c1C(C)(C)C,12,0,-8,2,-6,-7,-4,-6
O=C(O)[C@@H]1CCCN1C(=O)c1ccccc1N1C(=O)[C@@H]2Cc3c([nH]c4ccccc34)C(c3cccc(Cl)c3)N2C1=O (stereo not given in full),1,2,1,3,-2,4,-11,3
O=S(=O)(Nc1ccncc1)c1ccccc1,-7,-3,3,-12,4,-6,8,-9
COCCn1c(N)c(N(Cc2ccccc2)C(=O)c2oc3ccccc3c2C)c(=O)[nH]c1=O,-1,-3,12,.,2,-4,9,-6
Oc1ccc(Br)cc1/C=N/n1c(COc2ccccc2)n[nH]c1=S,4,6,1,3,-3,-5,-10,-13
COc1cccc(C(=O)Nc2nnc(-c3cccs3)o2)c1,2,3,7,-19,-7,11,-2,3
Clc1cccc(OCCN2CCCC2)c1,0,-7,-18,0,-3,2,-15,5
Cc1c(C(=O)Nc2ccccc2)c2ccc(C(F)(F)F)cc2n1O,-9,1,11,4,10,1,9,-2
COC(=O)c1ccccc1NC(=O)CCCN1C(=O)C(c2ccccc2)Oc2cccnc21 (stereo not given),15,-1,-2,1,2,4,11,6

# Some of these compounds in order of molecular weight, rising:
SMILES,Apaf1 inhib,HKDC1 inhibitor,Jurkat NFkB inh,Gli-Sufu block,UBC13 polyUb,SENP7 inh,697 NFkB inh,SENP8 block
COc1ccc(CCNc2ncnc3sc(C)cc23)cc1OC,-3,1,61*,69*,-4,11,68*,-7
Cn1nc(C(C)(C)C)c(NC(=O)c2sccc2Cl)c1C(C)(C)C,12,0,-8,2,-6,-7,-4,-6
CC(=O)Nc1ccc(CN2CCc3c([nH]c4ccccc34)C2C(C)(C)C)cc1 (stereo not given),-55,-2,1,29,4,-6,-17,-2
CC[C@]12c3[nH]c4ccccc4c3CCN1C(=O)C(CC(=O)NCCCn1ccnc1)C[C@@H]2C(=O)N1CCN(C(=O)C2CC2)CC1 (stereo not given in full),-3,-5,1,-2,8,-1,3,5

# Next part.
SMILES,Apaf1 inhib,HKDC1 inhibitor,Jurkat NFkB inh,Gli-Sufu block,UBC13 polyUb,SENP7 inh,697 NFkB inh,SENP8 block
CNC(=O)c1cc(Oc2ccc(NC(=O)Nc3ccc(Cl)c(C(F)(F)F)c3)cc2)ccn1,6,3,29,-2,-16,-1,63*,-2
Cc1ccc(C2=CSC3=NCCN23)c(C)c1,-5,-6,-5,1,-4,-2,15,0
CCN(Cc1ccncc1)Cc1nc(CC2CC2)no1,2,-12,18,7,7,-2,9,-4
Fc1ccccc1-c1nc(-c2cnccc2C(F)(F)F)no1,4,1,-12,20,?,4,-17,-11
O=C(O)CC1S/C(=N\N=C/c2ccccc2)N(c2ccc(O)cc2)C1=O (stereo not given),-9,-5,1,3,-5,-6,-3,-12
CC(=O)N1CCC(=NNc2nc3ccccc3s2)CC1,2,-10,-73,-41,-11,3,-77,0
Brc1ccc2c(c1)CNc1c(ncnc1N1CCOCC1)O2,5,1,-2,20,45,10,-11,8
Cc1ccc(CNC(=O)CSc2c3c(nc4cc(Cl)ccc24)CCCC3)o1,14,14,13,-14,8,0,-4,-8
CC(C)=CCc1c(C)nc2ccccc2c1C(=O)O,5,-5,0,3,-3,5,3,-3
Fc1ccc(-c2csc(N3CCC(c4ccccc4)C3)n2)cc1 (stereo not given),14,-2,-134,-2,6,-6,-187,-16
CC(=O)Nc1ccc(C2CC(c3ccc(Cl)cc3)=NN2c2ccccc2)cc1 (stereo not given),20,-2,-13,-11,21,-6,-21,-9
CC1Cc2ccccc2N1S(=O)(=O)c1cccc(C(=O)N2CCN(c3ncccn3)CC2)c1 (stereo not given),14,2,-40,9,2,3,i,-5
COC(=O)[C@@H]1CCCN1C(=O)CCc1nnc(CCc2c[nH]c3ccccc23)o1,4,-5,-8,0,8,4,11,2
CC(C)(C)c1ccc(OCC(=O)Nc2ccncc2)c(Br)c1,15,-4,46,-1,-3,11,6,9
O=C(CSc1nnnn1C1CC1)Nc1cccc(S(=O)(=O)N2CCCC2)c1,-7,5,-17,0,5,-1,6,3
Cc1ccc(CNC(=O)C2CCC(=O)N(CCc3ccccc3)C2)s1 (stereo not given),-11,-5,-4,-13,0,-4,-13,2
CN(C)S(=O)(=O)c1cccc(CSCc2cccc(S(=O)(=O)N(C)C)c2)c1,18,0,45,57*,-2,-7,-23,-5
Cc1sc2ncnc(N3CCN(S(=O)(=O)c4ccccc4)CC3)c2c1C,12,-3,4,60*,18,14,-11,-8
O=C(Cn1c(-c2cscn2)nc2ccccc21)Nc1ccc(Cl)cc1,-3,-6,-12,-9,-1,-3,14,-4
CCOc1ccc(N(CC(=O)NCCc2ccc(F)cc2)S(=O)(=O)c2ccccc2)cc1,17,4,15,-20,0,-11,2,-6
C=C(C)Cn1c(CCNC(=O)C(C)(C)C)nc2ccccc21,0,-2,-18,17,1,12,3,-3
O=C(O)CSc1nnc2c(n1)[nH]c1ccccc12,-3,3,-39,4,-6,8,-22,-3
CC[n+]1cccc(-c2nc3ccccc3s2)c1,3,-15,5,-2,1,9,1,-2
N#Cc1sc2nc(C3CC3)cc(-c3ccc(Cl)cc3)c2c1N,30,8,10,1,37,2,-18,-7
CCOc1ccccc1NC(=O)C(Sc1nnc2ccccn12)c1ccccc1 (stereo not given),4,-4,9,2,-10,-4,-4,-7
# Continued.
SMILES,Apaf1 inhib,HKDC1 inhibitor,Jurkat NFkB inh,Gli-Sufu block,UBC13 polyUb,SENP7 inh,697 NFkB inh,SENP8 block
COc1cc(NC(=O)c2c(Cl)cnn2C)c(OC)cc1Cl,-4,-7,-12,-2,26,0,8,1
Cc1cc(NCC2CCCO2)n2c(nc3ccccc32)c1C#N (stereo not given),-8,12,11,6,12,2,2,0
O=C(/C=C/c1ccc(F)cc1)c1ccccc1Br,23,20,-14,-11,-6,-6,-11,-15
CC(C)(C)SCCNC(=O)CSc1ccccc1,-3,-12,-4,-26,5,-4,-13,5
Fc1ccc(/C=N/n2c(C3CCCCC3)n[nH]c2=S)cc1,14,5,6,5,2,3,5,3
O=[N+]([O-])c1ccc(NC(=S)NCCc2ccc(Cl)cc2)cc1,11,2,20,-17,7,-3,-4,6
CCS(=O)(=O)c1ncc(Cl)c(C(=O)Nc2ccc(C)cc2)n1,-12,-1,14,22,44,5,-63,-10
Cc1ccc(NC(=O)c2ccccc2NC(=O)Cc2ccccc2)cc1,8,1,5,-3,13,1,1,1
COc1ccc(NC(=S)NN2CCN(C)CC2)cc1OC,9,-8,0,4,-8,-20,-9,-9
COCc1cccc(NC(=O)Cc2cccc3ccccc23)c1,6,-5,3,-1,3,0,11,-5
O=C(O)c1cc(NC(=O)c2ccccc2[N+](=O)[O-])ccc1O,-3,-3,11,3,5,4,17,1
Cc1ccccc1N1C(=O)CC1(C#N)c1ccc(OCc2ccccc2)cc1 (stereo not given),13,-19,-13,21,-11,-1,-30,-8
O=C(NC1CC2CCCC(C1)N2S(=O)(=O)c1ccccc1)c1ccco1 (stereo not given),42*,-10,-27,-3,-4,-7,-19,-6
Cc1cccc(N2CCN(C(=O)C3CCN(S(=O)(=O)c4cnc[nH]4)CC3)CC2)c1C,0,-6,6,10,1,-3,-5,-7
CNS(=O)(=O)c1cccc(C(=O)NNC(=O)c2ccc(COc3ccccc3)cc2)c1,2,2,1,-11,9,-9,0,-1
Cc1cc(NC(=O)CCC(=O)N(c2ccccc2C)C(C(=O)NC2CCCC2)c2ccccc2)no1 (stereo not given),12,-1,11,5,6,1,-3,0
COc1cccc(C(=O)NC(=S)Nc2cccnc2)c1,3,-1,-18,-42,10,12,6,1
CC(c1nnc(SCC(=O)c2c(N)n(C)c(=O)n(C)c2=O)n1-c1ccc(Cl)cc1)N(C)C (stereo not given),-17,-8,-3,-2,3,2,19,-4
CCCSc1nc2sc3c(c2c(=O)[nH]1)CC(C)CC3 (stereo not given),13,-9,-13,1,-6,-8,-9,-3
CNC(=O)COc1ccc(S(=O)(=O)Nc2ccccc2)cc1,4,-3,-12,6,-1,-6,18,-1
COc1cccc(-n2c(Cn3nc(C(F)F)cc3C(F)F)n[nH]c2=S)c1,9,3,6,1,2,-2,18,-2
COC(=O)c1ccc(OCC2NCCc3cc(OC)c(OC)cc32)cc1 (stereo not given),13,-6,-13,16,3,10,-13,-6
CCn1nc2cc(C(=O)NCCc3cccs3)ccc2c1OC,-8,-3,-107,-90,17,3,-93,-5
Cc1cc(C)n2nc(C(=O)OCCOc3ccc(F)cc3)nc2n1,4,7,-4,0,4,6,3,-4

# Bioassay records from PubChem BioAssay.
